Myeloid diff 2 – myeloid differentiation induction | 360,000 tested, 1% active | calls only at 10 µM | ER-HoxA9 myeloid progenitors, lysozyme-GFP differentiation, flow cytometry;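 active = normalized GFP-positive differentiation at or above the plate's own cutoff, the solvent-only control mean plus 3 SD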;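 also: cells exposed to compound for four days before flow analysis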
WT yeast gro inh – growth inhibition of WT yeast, mitochondrial fusion screen; 190,000 tested, 2.1% active; mitochondrial fusion phenotypic screen, WT strain; inhibition, % at 10 µM; in the data active = inhibition above about 58%; tested in S. cerevisiae
West Nile antiviral – West Nile virus antiviral activity, cell-based, CPE readout (AID 1621); West Nile virus-infected cells, CPE inhibition; higher % means a stronger effect; CPE inhibition, % at 10 µM; hits with a dose series show IC50 in µM; 290,000 tested, 0.02% active; in the data active = a potency from the dose series; also: strong numbers were not always called active
b-catenin transl – alters nuclear translocation of beta-catenin in HeLa cells; 190,000 tested, 0.3% active; AID 1665; nuclear translocation activity, % at 5 µM; immunofluorescence imaging;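 active = nuclear translocation activity above 50% at 5 µM, with a well cell count of 50 or more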;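 also: per-cell ratio of nuclear to cytoplasmic median beta-catenin stain intensity; plate controls were DMSO negative control for no effect and GSK-3 inhibitor IX positive control for full effect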
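Signal – beta-catenin immunofluorescence imaging with DAPI · Test system – human HeLa cell line · Dosing – 5 µM primary single dose, 0.1% DMSO, 0.02–20 µM confirmation series · Measure – % activation, nuclear-to-cytoplasmic median beta-catenin signal ratio per cell · Incubation – 24 h compound exposure at 37°C, 5% CO2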
Insulin prom up – MIN6 insulin promoter up-regulation; AID 1625; z-score at 5 µM; MIN6 insulin promoter-GFP reporter, high-content imaging; active compounds read high; 190,000 tested, 0.3% active;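 active = z-score above 3 at 5 µM with at least 500 cells counted in the well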
Autophagy mod – autophagy modulation, high-content screen; calls only at 10 µM (by protocol); 190,000 tested, 0.98% active; MEF GFP-LC3 puncta imaging; test concentration mostly 10 µM;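 active = percentage of spot-positive cells more than 3 SD above its plate mean, without a fluorescence outlier flag or 80% toxicity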;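 also: spot-positive cell cutoff set from DMSO-treated cells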
MT stabilize HCS – microtubule stabilization, imaging screen. AID 2205. % tubulin-high responders, % at 10 µM. 200,000 tested, 0.83% active. HeLa tubulin immunostaining HCS, 24 h; share of cells brighter than vehicle mean+2SD;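 active = plate Z-score above 3 for both tubulin-high and condensed-nucleus cell shares, with cell loss under 80%, at 10 µM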;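 also: anti alpha tubulin signal scored within the nucleus-defined area of each cell; some results filed as inactive read as strong as hits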
T cell HTS – T cell immune modulation candidate; 2C CD8+ T cell-vesicle binding, flow cytometry; active compounds read low; calls only at 7 µM; 330,000 tested, 0.068% active; AID 2052;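 active = response, share of CD8 T cells binding vesicles, and their 90th percentile fluorescence all below set limits, cut at about 80% in these data, passing the limit was not always enough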
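Also added: QL9-peptide-loaded Drosophila micro-vesicles bearing Ld, ICAM-1 and B7-1; Test system: purified 2C TCR transgenic mouse naive CD8+ T cells; Measured by: cytometric PE anti-B7-1 and Alexa647 anti-CD8 signals after 1% paraformaldehyde fixation; Timing: binding step 1.5 h, 37 °C, antibody labelling 20 min, ice.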
Lipid droplet – hepatic lipid droplet formation modulation. AML12 mouse hepatocytes, oleate lipid droplets, BODIPY imaging. inhibition, % at 6.5 µM. 240,000 tested, 0.4% active. AID 1656;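 active = lipid droplet intensity inhibited by at least 50%, with more than 500 cells counted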
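Assay system: AML12 mouse liver cells | Compound dosing: One dose, 6.5 µM compound | Read-out basis: Droplet intensity reduction, % inhibition | Measured by: Fluorescence imaging, 20x objective, two fields per well | Schedule: Overnight treatment with compound plus oleate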
WT yeast gro inh mutant strain – recorded beside WT yeast gro inh, whose call it bears; inhibition, %; mitochondrial fusion phenotypic screen, mutant strain inhibition
Insulin prom up cell count – also measured in Insulin prom up; calls as there; cell count; measured here: cytotoxicity, nuclei count;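 total cells summed across four imaged fields per well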
Lipid droplet cells 6.5 µM – recorded beside Lipid droplet, whose call it bears; cell count; measured here: cell count, cytotoxicity flag;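 cells counted across two imaged fields per well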
b-catenin transl cell count 5 µM – also measured in b-catenin transl; calls as there; cell count; measured here: cell count, cytotoxicity flag
T cell HTS vesicle-bound % – also measured in T cell HTS; calls as there; double positive events, %; measured here: CD8+ vesicle-bound cell fraction;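 binding gate set so that unloaded-vesicle control wells show 10% double positive cells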
MT stabilize HCS Hoechst-high % – also measured in MT stabilize HCS; calls as there; % Hoechst-high responders; measured here: nuclear condensation Hoechst responders;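 share of cells brighter than vehicle mean plus two SD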
MT stabilize HCS cytotoxicity % – second read-out of MT stabilize HCS, no call of its own (marks repeat the call); toxicity, %; measured here: cytotoxicity by cell density;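 0% = mean cell density of plate MIN control wells and 100% = no cells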
Autophagy mod cell loss 18 h – further read-out of Autophagy mod, marked with its call; toxicity, %; measured here: cell loss, nuclei count;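 cell loss after 18 h compound exposure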
Myeloid diff 2 GFP+ MAC1+ % – further read-out of Myeloid diff 2, marked with its call; GFP+ MAC1+ double positive, %; measured here: differentiation confirmed by MAC1 staining
The depositor's hits bear a star; i = inactive; . = not tested or not shown; + = active, no number.

structure	b-catenin transl cell count 5 µM	MT stabilize HCS Hoechst-high %	WT yeast gro inh mutant strain	Insulin prom up	Autophagy mod	T cell HTS vesicle-bound %	T cell HTS	MT stabilize HCS cytotoxicity %	West Nile antiviral	b-catenin transl	Myeloid diff 2	Lipid droplet	MT stabilize HCS	Autophagy mod cell loss 18 h	WT yeast gro inh	Myeloid diff 2 GFP+ MAC1+ %	Lipid droplet cells 6.5 µM	Insulin prom up cell count
COC(=O)C(C)Oc1cc(C)cc2oc(=O)c3c(c12)CCCC3 (configuration not stated)	1212	0.4	13	-0.01	i	36	i	24	0.1%	-2.8	i	0	1.2	5	3	0.0	707	1232
Cc1c(N=Cc2c(O)n(C)c(=O)[nH]c2=O)c(=O)n(-c2ccccc2)n1C	1173	.	.	-0.06	.	23	i	.	0.6%	-1.0	i	-20	.	.	.	0.3	658	1425
NS(=O)(=O)c1ccc(N2CCNCC2)cc1	1534	2.2	2	-0.35	i	53	i	10	0.5%	0.0	i	2	4.0	4	-7	0.1	748	1492
COc1ccc(C(c2c(O)c3ccccc3oc2=O)c2c(C)n(C)n(-c3ccccc3)c2=O)cc1 (configuration not stated)	1006	3.8	-19	-0.08	i	6	i	4.4	-0.1%	-0.7	i	4	5.9	4	-106	1.2	633	1435
CC1(C)CC2(CCO1)NCCN1C(=O)CSC12 (configuration not stated)	877	1.8	-4	0.48	i	45	i	7.0	0.3%	-1.2	i	.	1.6	-2	-2	0.3	.	1325
COc1ccc(C(O)P(=O)(Oc2ccccc2)Oc2ccccc2)cc1 (configuration not stated)	.	.	.	.	.	61	i	.	0.2%	.	i	12	.	.	.	1.1	868	.
COc1ccc(C(CC(=O)N2CCC3(CC2)OCCO3)NS(=O)(=O)c2ccc(C)cc2)cc1 (configuration not stated)	1083	2.2	-15	-0.17	i	43	i	5.3	0.4%	-0.7	i	8	3.8	13	-11	1.1	661	1752
CCN1CCN(c2cc(=O)n3ccccc3n2)CC1	.	.	.	.	.	47	i	.	0.6%	.	i	-16	.	.	.	0.5	801	.
COc1ccc(OCC(=O)N2CCN(C3CCC(c4ccccc4)CC3)CC2)cc1 (configuration not stated)	539	3.4	50	-4.7	i	55	i	13	-1.2%	-3.0	i	6	4.4	-8	-39	1.1	577	550
C=CCn1cc(C=C2C(=O)N(C)C(=O)N(C)C2=O)c2ccccc21	.	.	.	.	.	45	i	.	-0.5%	.	i	13	.	.	.	0.6	821	.
COc1ccccc1/C=N/N=C(/N)N[N+](=O)[O-]	.	0.9	-22	1.3	i	8	i	3.0	0.2%	.	i	.	1.6	-3	-32	1.1	.	928
O=C(C1CC(=O)N(C2CCCCC2)C1)N1CCC2(CC1)OCCO2 (configuration not stated)	828	2.2	20	2.1	i	36	i	14	.	-1.6	i	.	4.9	48	32	1.8	.	1475
CC(C)Cc1nnc(NC(=O)CCC(=O)N2CCN(CCOC(c3ccccc3)c3ccccc3)CC2)s1	1065	2.1	5	.	i	39	i	6.4	-1.1%	-1.5	i	-2	3.8	-10	24	0.3	670	.
COc1ccc(-n2c(C)cc(C(=O)C[N+]34CCN(CC3)CC4)c2C)cc1	1155	1.3	5	0.58	i	43	i	2.4	0.0%	-2.7	i	-4	1.5	3	7	0.8	742	1119
COc1cccc(CN2CCCC(C(=O)c3ccccc3SC)C2)c1O (configuration not stated)	1373	.	.	-0.42	.	37	i	.	-0.1%	0.3	i	-14	.	.	.	0.3	656	1120
O=C(NC(Cc1ccccc1)C(=O)N1CCC2(CC1)OCCO2)C1CCCCC1 (configuration not stated)	1353	3.2	8	-0.22	i	22	i	9.2	-0.8%	-2.2	i	.	4.8	-31	-2	1.3	.	1536
CC(C)c1ccc(C2NCc3ccccc3-n3cccc32)cc1 (configuration not stated)	.	.	.	.	.	27	i	.	-1.5%	.	i	-6	.	.	.	0.6	826	.
CCn1c(P(C)(=O)O)nc2ccccc21	1106	1.5	-5	0.48	i	42	i	9.3	-0.2%	1.1	i	0	6.5	4	-4	0.5	569	1585
COc1cccc(N2CCN(Cc3ccc(Cl)cc3)CC2)c1	788	4.4	40	0.44	i	31	i	7.3	-0.9%	-1.2	i	.	4.6	-10	27	7.8	.	1100
CCN(CC)P(=O)(c1nccn1C)N(CC)CC	1015	1.3	-5	-0.43	i	35	i	2.1	-0.3%	6.2	i	17	3.0	-2	8	0.6	702	1104
Cc1c(C(=O)N2CCC3(CC2)OCCO3)oc2ccc(S(=O)(=O)N3CCCCC3)cc12	590	2.1	-5	0.5	i	46	i	2.4	-1.0%	5.6	i	-20	2.9	23	16	0.3	743	1214
O=[N+]([O-])c1ccc(N2CCNCC2)cc1NCc1ccco1	.	5.1	-3	-0.92	i	23	i	6.7	0.7%	.	i	-14	5.7	-13	-19	0.4	697	1195
O=c1[nH]c(=S)n(Cc2ccco2)c(O)c1C=NCc1cccs1	.	1.1	10	1.4	i	60	i	4.9	0.0%	.	i	-11	1.4	0	15	0.3	764	943
O=C1CN=C(c2ccc(F)cc2)c2oc3ccccc3c2N1	1086	1.0	7	-0.08	i	28	i	4.3	-1.1%	7.3	i	10	0.9	17	4	0.3	678	1263
CCOc1ccc(NC2=NCCCS2)cc1	.	.	.	.	.	48	i	.	-0.3%	.	i	-1	.	.	.	0.5	863	.
COc1ccc(-c2cc(=O)oc3c(C)c(OC(C)C(=O)N4C[C@H]5C[C@@H](C4)c4cccc(=O)n4C5)ccc23)cc1 (some centres not stated)	.	.	.	.	.	30	i	.	1.0%	.	i	-14	.	.	.	3.8	826	.
S=C1Nc2ccccc2Sc2ccccc21	1051	1.5	19	-0.06	i	68	i	5.7	-0.2%	-3.2	i	1	5.9	-5	15	0.2	652	1522
O=C(COc1ccccc1)N1CCN(Cc2c[nH]c3ccccc23)CC1	896	1.6	-4	-0.63	i	37	i	6.2	-0.1%	0.3	i	.	9.0	-45	-7	0.7	.	1019
O=C(Cc1ccc(Br)cc1)N1CCN(Cc2ccccc2)CC1	.	0.3	24	-0.73	i	30	i	50	-1.7%	.	i	-16	1.5	3	3	0.2	690	996
COc1ccccc1OP(=O)(Nc1cccnc1)Oc1ccccc1OC	1120	1.1	28	0.03	+	24	i	6.5	0.1%	-0.9	i	-15	4.7	.	-2	0.6	603	1579
CN(C)CC#CCC(O)(c1ccccc1)C1CCCC1 (configuration not stated)	1182	1.1	2	-0.93	i	37	i	8.8	-1.4%	-5.1	i	4	1.7	-11	10	0.4	738	942
CC(C)(C)c1nc(NCc2ccc3c(c2)OCO3)c2nnn(Cc3ccccc3Cl)c2n1	963	1.8	-2	.	i	3	i	7.1	-0.2%	0.0	i	8	3.8	25	1	0.1	793	.
COc1ccc(-c2nn(CCC#N)cc2C(=O)NCc2ccccc2)cc1	1305	.	.	-0.04	.	49	i	.	0.0%	0.0	i	23	.	.	.	0.9	644	1040
CC(=NCCCN1CCOCC1)c1c(O)n(-c2ccccc2C)c(=O)[nH]c1=O	939	3.7	-2	0.06	i	43	i	12	-0.1%	0.3	i	13	2.2	4	7	2.5	683	1775
C=CCNC(=O)c1c(N)n(Cc2ccco2)c2nc3ccccc3nc12	953	2.6	2	-0.44	i	15	i	9.1	-0.5%	-2.8	i	.	5.7	3	-2	6.3	.	1426
O=C(CN1CCCCC1)c1ccccc1Cl	.	2.5	14	0.37	i	45	i	5.9	0.6%	.	i	1	3.4	11	-4	0.5	635	1355

Quoted at random: four entries already listed.
structure	b-catenin transl cell count 5 µM	MT stabilize HCS Hoechst-high %	WT yeast gro inh mutant strain	Insulin prom up	Autophagy mod	T cell HTS vesicle-bound %	T cell HTS	MT stabilize HCS cytotoxicity %	West Nile antiviral	b-catenin transl	Myeloid diff 2	Lipid droplet	MT stabilize HCS	Autophagy mod cell loss 18 h	WT yeast gro inh	Myeloid diff 2 GFP+ MAC1+ %	Lipid droplet cells 6.5 µM	Insulin prom up cell count
COc1ccccc1OP(=O)(Nc1cccnc1)Oc1ccccc1OC	1120	1.1	28	0.03	+	24	i	6.5	0.1%	-0.9	i	-15	4.7	.	-2	0.6	603	1579
S=C1Nc2ccccc2Sc2ccccc21	1051	1.5	19	-0.06	i	68	i	5.7	-0.2%	-3.2	i	1	5.9	-5	15	0.2	652	1522
COc1ccc(-c2nn(CCC#N)cc2C(=O)NCc2ccccc2)cc1	1305	.	.	-0.04	.	49	i	.	0.0%	0.0	i	23	.	.	.	0.9	644	1040
CC(C)(C)c1nc(NCc2ccc3c(c2)OCO3)c2nnn(Cc3ccccc3Cl)c2n1	963	1.8	-2	.	i	3	i	7.1	-0.2%	0.0	i	8	3.8	25	1	0.1	793	.

Following part:
structure	b-catenin transl cell count 5 µM	MT stabilize HCS Hoechst-high %	WT yeast gro inh mutant strain	Insulin prom up	Autophagy mod	T cell HTS vesicle-bound %	T cell HTS	MT stabilize HCS cytotoxicity %	West Nile antiviral	b-catenin transl	Myeloid diff 2	Lipid droplet	MT stabilize HCS	Autophagy mod cell loss 18 h	WT yeast gro inh	Myeloid diff 2 GFP+ MAC1+ %	Lipid droplet cells 6.5 µM	Insulin prom up cell count
Cc1c(N=Nc2c(O)n(-c3ccc(Br)cc3)c(=O)[nH]c2=O)c(=O)n(-c2ccccc2)n1C	1117	.	.	-0.02	.	15	i	.	-0.7%	0.8	i	0	.	.	.	1.3	680	1348
Cc1cccc(CNCCc2ccccc2)n1	503	1.6	-5	0.18	i	49	i	2.7	-0.8%	3.8	i	8	1.9	6	4	1.3	592	1276
CN(C)C(=O)Oc1ccc(OC(=O)N(C)C)cc1	963	2.4	-6	0.15	i	51	i	1.1	0.3%	-4.7	i	.	4.2	10	3	0.4	.	1217
O=C1CC(=O)N(c2ccccc2F)C(=O)N1	.	.	.	.	.	26	i	.	-0.3%	.	i	-6	.	.	.	0.8	825	.
CCN1CCN(c2cc(N3CCCC3)c([N+](=O)[O-])cc2F)CC1	986	3.5	15	.	i	50	i	4.6	0.6%	0.3	i	-45	4.3	-5	18	0.5	631	.
COc1ccccc1-n1c(-c2ccccc2Cl)nc2ccccc2c1=O	.	.	.	.	.	37	i	.	-0.2%	.	i	-7	.	.	.	0.7	424	.

Screens from PubChem.

Not all compounds are listed; the hit share may differ from the screen's.
